Kir21 block – inhibitors of mouse Kir2.1 inward-rectifier potassium channel. Inward rectifier potassium channel 2 (Mus musculus), P35561. HEK293-Kir2.1, FluxOR thallium flux fluorescence; hits give low values. B-score at 10 µM. actives 0.85% (n = 310,000);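 active = fluorescence ratio B-score at or below minus 3 SD of library scores, with starting-brightness B-score within 2 SD, cut at about -4.2 in these data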;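 note: channel flux triggered by added potassium and thallium sulfate stimulus; B-score of peak minus minimum fluorescence over baseline after thallium stimulus; more negative B-score means stronger Kir2.1 block with less thallium influx; some compounds called inactive have numbers as strong as hits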
KCNQ2 block – KCNQ2 potassium channel inhibitors, primary screen, cell-based, CHO-K1, FluxOR thallium flux, B-score (AID 2156); Potassium voltage-gated channel subfamily KQT member 2 (Rattus norvegicus), O88943; 20 min; hits give low values; B-score at 10 µM; actives 1.1% (n = 310,000);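 active = fluorescence ratio B-score at most minus 3 library SDs, with starting brightness B-score within 2 library SDs, cut at about -5.5 in these data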
Target sequence (O88943 whole entry, looked up): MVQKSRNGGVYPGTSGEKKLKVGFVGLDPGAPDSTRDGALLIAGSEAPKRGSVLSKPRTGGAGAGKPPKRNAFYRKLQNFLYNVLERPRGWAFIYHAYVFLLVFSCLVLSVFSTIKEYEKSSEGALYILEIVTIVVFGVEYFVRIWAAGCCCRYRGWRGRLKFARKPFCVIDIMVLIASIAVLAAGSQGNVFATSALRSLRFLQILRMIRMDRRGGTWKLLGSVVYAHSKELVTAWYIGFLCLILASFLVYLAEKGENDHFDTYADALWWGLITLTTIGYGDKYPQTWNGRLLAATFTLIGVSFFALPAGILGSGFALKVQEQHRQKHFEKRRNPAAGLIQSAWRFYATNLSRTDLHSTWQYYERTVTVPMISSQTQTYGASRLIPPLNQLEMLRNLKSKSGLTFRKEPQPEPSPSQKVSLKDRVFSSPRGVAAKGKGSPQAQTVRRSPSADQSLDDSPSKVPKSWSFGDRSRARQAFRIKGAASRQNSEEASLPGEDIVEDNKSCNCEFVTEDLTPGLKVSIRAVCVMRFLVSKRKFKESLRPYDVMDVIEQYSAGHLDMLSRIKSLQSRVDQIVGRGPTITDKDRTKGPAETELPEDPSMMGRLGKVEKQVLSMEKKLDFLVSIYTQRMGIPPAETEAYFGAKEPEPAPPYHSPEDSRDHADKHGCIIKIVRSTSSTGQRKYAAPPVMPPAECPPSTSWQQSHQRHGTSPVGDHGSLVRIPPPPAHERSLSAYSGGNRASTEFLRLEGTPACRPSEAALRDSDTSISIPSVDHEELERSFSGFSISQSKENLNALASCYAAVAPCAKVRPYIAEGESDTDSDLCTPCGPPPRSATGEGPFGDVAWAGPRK
* marks the source's active call; other numbers are inactive results; i = inactive.

SMILES	Kir21 block	KCNQ2 block
Cc1cc(OC(C)C(=O)NCCN2CCOCC2)c2c(C)c(C)c(=O)oc2c1 (stereo unspecified)	0.19	i
COc1ccc(OC)c(S(=O)(=O)n2cnc3cc(C)c(C)cc32)c1	-0.38	i
CC(=O)c1ccc(OCc2cc(C(=O)NCCn3nc(C)cc3C)no2)cc1	0.33	i
COc1ccc(CC(=O)OCC(=O)N2N=C(c3ccccc3)CC2c2ccc(OC)cc2)cc1 (stereo unspecified)	-0.03	i
Cc1ccc(CNC(=O)CN2CCN(c3ccc(F)cc3)CC2)cc1	-0.24	i
COc1cccc(CNCC2CCCO2)c1 (stereo unspecified)	0.63	i
C#CC[N+]1(CC#Cc2ccccc2)CCCC1	1.68	i
Cc1cc(NC(=O)CSc2nccn2-c2ccc(F)cc2)no1	0.31	i
CCCCCOc1ccc(C(=O)NCC(=O)NCC(=O)OCC)cc1	-0.05	i
O=C(CN(Cc1ccco1)C(=O)Cn1nnc(-c2cccs2)n1)NCC1CCCO1 (stereo unspecified)	0.25	i
O=C(OCC(=O)N1CCCc2ccccc21)c1ccccc1NCCO	-0.92	i
CCOC(=O)c1c(C)[nH]c(C(=O)CN2CCN(CC)CC2)c1C	-0.04	i
Cc1ccc(F)cc1NC(=O)CN1C(=O)NC2(CCCc3ccccc32)C1=O (stereo unspecified)	-1.28	i
Cc1cc(C(F)(F)F)nc(CCNCc2c(C(=O)N3CCCC3)nc3ccccn23)n1	0.71	i
O=C(NCCc1ccc(Cl)cc1)C1CCN(S(=O)(=O)c2cccc3nonc23)CC1	1.38	i
COc1cccc(/C=C/C(=O)OCC(=O)NCC2CCCO2)c1OC (stereo unspecified)	0.26	i
Cn1c(=O)[nH]c(=O)c2c1nc1n2CCCS1	0.65	i
Cc1csc(SCC(=O)NC(C)C2CC3CCC2C3)n1 (stereo unspecified)	-1.56	i
Oc1oc(-c2ccccc2)nc1/C=N/c1ccccn1	-0.26	i
Cc1cnn(C(=S)NCC2CCCO2)c1 (stereo unspecified)	-0.05	i
CC1(C)Cc2c(C#N)c(SCCOc3ccccc3)nc(N3CCOCC3)c2CO1	0.02	i
Cc1ccc(-c2nc(COC(=O)c3c(C)noc3C)cs2)cc1	0.12	i
COC(=O)c1ccc(CN2CCCC(CO)(Cc3ccc(F)cc3F)C2)cc1 (stereo unspecified)	0.27	i
C=CCN(CC=C)Cc1cc(=O)n2c(-c3ccccc3)csc2n1	0.67	i
COc1ccc(N2CCN(c3ccc(C(=O)O)cc3[N+](=O)[O-])CC2)cc1	0.56	i
O=C(CNC(=O)c1ccccc1F)OCC(=O)N1CCCc2ccccc21	-0.23	i
OCCNc1nc2ccc(Cl)cc2[nH]1	0.01	i
O=C(Nc1ccccc1N1CCOCC1)c1cccc([N+](=O)[O-])c1	0.09	i
Cc1cc(C)cc(C(=O)NC(CC(N)=O)c2ccc(N3CCC(N4CCCCC4)CC3)c([N+](=O)[O-])c2)c1 (stereo unspecified)	0.36	i
CCN(CC(=O)NCc1ccc(F)cc1)C(=O)CN1CCN(c2cc(Cl)ccc2C)CC1	-0.75	-9.54*
COc1ccc(-n2c(C)c(C)c3c(NCCCN(C)C)ncnc32)cc1	-0.5	i
CC(C)(C)C1CCC(=NNC(=O)c2cc(-c3ccccc3)n[nH]2)CC1 (stereo unspecified)	1.34	i
N#Cc1ccc(N2CCOCC2)nc1	-0.41	i
CSc1nc(Oc2cccc(C(F)(F)F)c2)cc(C(F)(F)F)n1	0.77	i
COCCNC(=O)/C(C#N)=C/c1ccc(SC)cc1	1.68	i
O=C(CSc1nc2ccncc2[nH]1)Nc1ccccc1C(F)(F)F	1.05	i
O=C(NNS(=O)(=O)c1ccc(F)cc1)c1ccc(O)cc1	-0.01	i
COc1oc(-c2ccccc2)nc1C(F)(F)F	-0.88	i
O=C(O)Cn1ncc2ccccc2c1=O	0.17	i
CCOc1ccccc1CN1CCCC(C(=O)c2ccc(OC)c(OC)c2)C1 (stereo unspecified)	-1.13	i
COc1cccc(NC(=O)N2CCCC2C(=O)NCc2ccco2)c1 (stereo unspecified)	0.86	i
CCCCSc1c(C)c2cc3c(cc2[nH]c1=O)OCO3	0.08	i
CCC(C)CCCCCCCCCCC(=O)O (stereo unspecified)	-0.24	i
CC(C)c1c(O)nc(SCCOc2ccc(Cl)cc2)[nH]c1=O	1.06	i
Cc1nnc(NC(=O)CSc2nnc(C)n2Cc2ccccc2)s1	-2.04	i
CCCC(=O)N1CC2(C)CN(C(=O)CCC)CC(CCC)(C1)C2=O	-2.01	i
CC(C)(C)N(Cc1ccccc1)C(=O)CCc1ccccc1	-2.71	-6.58*
O=c1sc(Nc2ccccc2)nc2ccccc12	-1.52	i
CS(=O)(=O)N1CCc2cc(C(=O)Nc3cccc([N+](=O)[O-])c3)ccc21	-0.04	i
CCn1nc(C)cc1C(=O)Sc1ccc(Cl)cc1Cl	-0.04	i
COc1ccc(N(CC(=O)O)S(C)(=O)=O)cc1OC	0.81	i
CN(c1ccccc1C(=O)Nc1ccc(F)c(F)c1)S(C)(=O)=O	0.52	i
CCc1nc2n[nH]c(N)c2c2c1CSC(C)(C)C2	-0.54	i
CCOC(=O)C1CCCN(C(=O)c2ccc(OCC)cc2)C1 (stereo unspecified)	-1.38	i
CCC(c1nnnn1Cc1ccco1)N(CCc1ccccc1)Cc1cc2cc(C)ccc2[nH]c1=O (stereo unspecified)	-3.08	i
CC1CN(CC(O)COCc2ccc3c(c2)OCO3)CC(C)O1 (stereo unspecified)	0.08	i
COc1ccc(C(=O)Nc2sc(C)c(C)c2CN2CCOCC2)cc1	-0.7	i
Cc1c(Cl)c(C(=O)NNC(=S)Nc2ccccc2)nn1C	-0.12	i
CCOC(=O)C(=O)N=Nc1c(O)[nH]c2ccccc12	-0.2	i
NS(=O)(=O)c1ccc(NC(=O)c2cc(-c3cc(Cl)ccc3O)n[nH]2)cc1	-0.05	i
(continued)
SMILES	Kir21 block	KCNQ2 block
O=C(CNC(=O)c1ccc2c(c1)OCCO2)N/N=C/c1ccco1	-0.09	i
O=C(O)CCCNC(=O)c1cccc(C(=O)NCCCC(=O)O)n1	-3.57	i
COc1ccc(Nc2nc(-c3ccc4c(c3)NC(=O)CO4)cs2)cc1	-1.88	i
Cc1ccc(NC(=O)N(Cc2ccco2)Cc2cc3cc(C)cc(C)c3nc2Cl)cc1	0.32	-6.78*
COc1ccc(NC(=O)C2CCCN(S(=O)(=O)c3cccc4cccnc34)C2)c(OC)c1 (stereo unspecified)	-1.49	i
COc1ccc(NS(=O)(=O)c2cc(-c3nnnn3C)ccc2OC)cc1	0.85	i
CCOC(=O)C1CCN(Cc2cn[nH]c2-c2ccccc2)CC1	-0.66	i
COc1cccc(/C=N/NC(=O)c2nc(-c3ccccc3)cc(-c3ccccc3)n2)c1	-0.2	-6.93*
COC(=O)c1sccc1-n1cccc1C(=O)C(=O)N1CCOCC1	0.25	i
CCOc1ccccc1N(C)C(=O)c1sc2ncn(CC(=O)N3CCCCC3C)c(=O)c2c1C (stereo unspecified)	0.41	i
CCc1cccc(N(C(=O)c2csnn2)C(C(=O)NC2CCCC2)c2cccnc2)c1 (stereo unspecified)	1.51	i
COc1ccccc1OCc1ccc(C(=O)NCCN(C)C)o1	-0.18	i
CCN1CCN(C(=O)C(N)Cc2ccccc2)CC1 (stereo unspecified)	0.05	i
Cc1ccc2nc(Nc3ccccc3)c(C=O)c(=O)n2c1	0	i
COc1ccc(C2(CNC(=O)c3cc([N+](=O)[O-])cc([N+](=O)[O-])c3)CCCC2)cc1OC	0.73	i
CC(=O)Nc1cc(NC(C)=O)cc(C(=O)OCC(=O)c2ccc3c(c2)NC(=O)CO3)c1	1.6	i
COc1ccc(C(=O)Nc2nc(C)cc(C)n2)cc1	1.04	i
O=C(CCn1c(=O)c2cccn2c2ccc(F)cc21)NCc1cccc(F)c1	0.04	i
Cn1c2c(c(=O)n(C)c1=O)C(C(F)(F)F)(C(F)(F)F)N=C(c1ccccc1Cl)N2	-0.12	i
O=C(Nc1ccc(S(=O)(=O)N2CCCc3ccccc32)cc1)C1CCCO1 (stereo unspecified)	-1	i
O=C(CCCn1ncn2c(cc3occc32)c1=O)NCc1cccc(Cl)c1	-0.02	i
CN(C)S(=O)(=O)c1cccc(C(=O)OCC(=O)c2ccc3c(c2)NC(=O)CO3)c1	0.36	i
CN(C)CCCNC(=O)/C(=C\c1ccc(-c2ccc(Br)cc2)o1)NC(=O)c1ccccc1	-1.86	i
Oc1[nH]c(N=C2N=c3ccccc3=N2)c2ccccc12	1.4	i
Cc1ccc(S(=O)(=O)NCc2ccc(C(=O)NCc3cccnc3)cc2)cc1	-2.69	i
COc1ccc(-c2cc(C(=O)N3CCN(c4ccccc4OC)CC3)no2)cc1	-0.48	i
Cc1cc(C)nc(Nc2ncc(O)n2-c2ccc(Br)cc2)n1	0.07	i
O=[N+]([O-])c1ccc(Sc2nccn2Cc2ccccc2)c([N+](=O)[O-])c1	-7.19*	i
Cc1cc(C)c[n+](C2=C([O-])c3ccccc3C(=O)/C2=N\S(=O)(=O)c2cccs2)c1	-0.53	i
COc1ccc(CCNC(=O)CCS(=O)(=O)Cc2ccccc2C)cc1OC	2.69	i
Cc1nn(-c2ccccc2)c(Cl)c1C(=O)NCc1ccccc1F	0.73	i
O=C(c1cccc(F)c1)N1C2C=CC(C2)C1(C(F)(F)F)C(F)(F)F (stereo unspecified)	0.28	i
COC(=O)C1=C(C)N(c2cc(C)cc(C)c2)/C(=C/c2ccc(O)cc2)C1=O	-0.02	i
Cn1ccc(C(=O)N2CCCc3ccccc32)n1	1.77	i
CCCCNC(=O)c1c[nH]c2ccc(S(=O)(=O)N3CCOCC3)cc2c1=O	-0.36	i
COc1ccccc1C(=O)Nc1c(C)n(C)n(-c2ccccc2)c1=O	1.39	i
CCCCn1c(N)c(N(CCOC)C(=O)c2cc3ccccc3cc2OC)c(=O)[nH]c1=O	-0.86	i
O=C(Cc1ccc(Br)cc1)Nc1nc2ccccc2[nH]1	-0.46	i
CCOC(=O)/C(=C\Nc1ccccc1C(F)(F)F)Sc1ncc(C(F)(F)F)cc1Cl	0.08	i
Cc1cc(C)cc(NC2=CC(=O)CC(c3ccco3)C2)c1 (stereo unspecified)	0.52	i
Cc1ccc(-n2nc3c(=O)n(CC(=O)NC4CCCCC4)nc(C)c3c2C)cc1	-0.23	i
Cc1ccc(C2=Nc3ccccc3N=C(c3ccco3)C2)c(O)c1	-0.91	i
CCOc1ccc(NS(=O)(=O)CC23CCC(CC2=O)C3(C)C)cc1 (stereo unspecified)	0.84	i
CC1(C)Cc2ccccc2-c2c1c(=O)n(Cc1ccccc1)c1nnnn21	-0.5	i
COCC1CCCCN1Cc1cn[nH]c1-c1ccc(OC)cc1OC (stereo unspecified)	0.03	i
O=C(c1ccc(OC2CCN(C(=O)c3cccnc3)CC2)cc1)N1CCCCCC1	-1.58	i
Nc1ccc(CCn2ccnc2)cc1	-0.28	i
Cc1cc(NC(=S)Nc2cccc3ccccc23)n[nH]1	0.21	i
COc1ccccc1C1C(C(N)=O)=C(C)Nc2nc(CCCO)nn21 (stereo unspecified)	0.77	i
CC1Cc2cc(/C(O)=C3\C(=O)C(=O)N(CCN4CCOCC4)C3c3ccccc3F)ccc2O1 (stereo unspecified)	3.23	i
COc1ccc(NC(=O)CN(C)C(=O)c2cc(CN3C(=O)c4ccccc4C3=O)ccc2OC)cc1	-1.38	i
CCC(C)NC(=O)CN1C(=O)CC(C)(C)S(=O)(=O)c2ccccc21 (stereo unspecified)	-1.12	i
Cc1ccc(N(C(=O)Cn2nnc(-c3ccc(F)cc3)n2)C(CC(C)C)C(=O)NCC2CCCO2)cc1 (stereo unspecified)	-0.39	i
CC(=O)c1c(N2CCCC2)[nH]c(-c2ccccc2)nc1=S	-1.82	i
CCOc1cc(NC(=S)NCCCN2CCOCC2)c(OCC)cc1NC(=O)c1ccccc1C	0.67	i
ClC1CCCCC1n1nnc2ccccc21 (stereo unspecified)	-0.03	i
CC1CCCCC1N1CCN(C(=O)c2cccc(F)c2)CC1 (stereo unspecified)	1.29	i
Cc1cc(C(=O)NNC(=O)c2cccc(Cl)c2)no1	-0.45	i
NC(=O)C1=C[C@H](c2csc3ccccc23)C[C@H](OCc2ccc(CO)cc2)O1	-2.56	i

Of the compounds above, 14 contain a Cl atom:
SMILES	Kir21 block	KCNQ2 block
O=C(NCCc1ccc(Cl)cc1)C1CCN(S(=O)(=O)c2cccc3nonc23)CC1	1.38	i
OCCNc1nc2ccc(Cl)cc2[nH]1	0.01	i
CCN(CC(=O)NCc1ccc(F)cc1)C(=O)CN1CCN(c2cc(Cl)ccc2C)CC1	-0.75	-9.54*
CC(C)c1c(O)nc(SCCOc2ccc(Cl)cc2)[nH]c1=O	1.06	i
CCn1nc(C)cc1C(=O)Sc1ccc(Cl)cc1Cl	-0.04	i
Cc1c(Cl)c(C(=O)NNC(=S)Nc2ccccc2)nn1C	-0.12	i
NS(=O)(=O)c1ccc(NC(=O)c2cc(-c3cc(Cl)ccc3O)n[nH]2)cc1	-0.05	i
Cc1ccc(NC(=O)N(Cc2ccco2)Cc2cc3cc(C)cc(C)c3nc2Cl)cc1	0.32	-6.78*
Cn1c2c(c(=O)n(C)c1=O)C(C(F)(F)F)(C(F)(F)F)N=C(c1ccccc1Cl)N2	-0.12	i
O=C(CCCn1ncn2c(cc3occc32)c1=O)NCc1cccc(Cl)c1	-0.02	i
Cc1nn(-c2ccccc2)c(Cl)c1C(=O)NCc1ccccc1F	0.73	i
CCOC(=O)/C(=C\Nc1ccccc1C(F)(F)F)Sc1ncc(C(F)(F)F)cc1Cl	0.08	i
ClC1CCCCC1n1nnc2ccccc21 (stereo unspecified)	-0.03	i
Cc1cc(C(=O)NNC(=O)c2cccc(Cl)c2)no1	-0.45	i
